Compound activity as filed in PubChem BioAssay.
DUSP1 inh = MKP-1 phosphatase inhibitors, primary screen, biochemical, in vitro. recombinant MKP-1, OMFP hydrolysis fluorescence. inhibition, %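 (compounds tested at a single concentration somewhere between 10 and 100 µM)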. Dual specificity protein phosphatase 1 (Homo sapiens), P28562. 0.15% of 65,000 active;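 active = inhibition above about 50%, limit read from the data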;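 also: 0% = DMSO max control wells and 100% = wells with enzyme stopped by NaOH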
Jurkat viability = cytotoxicity toward Jurkat T cells, primary screen, cytotoxicity control, cell-based, Jurkat E6.1, 60K MLSMR library. Jurkat E6.1 viability, ATP luminescence, 48 h. inhibition, % at 4 µM. 1.2% of 56,000 active. AID 463, 2006;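 active = inhibition above the mean inhibition of all tested compounds plus 3 SD, cut at about 28% in these data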
HEK293 NFkB inh = inhibitors of PMA/ionomycin-induced NF-kB reporter, primary screen, antigen receptor NF-kB inhibitor project, cell-based, HEK-293 luciferase reporter, luminescence; HEK-293 NF-kB luciferase reporter; 0.21% of 62,000 active; AID 465, 2006; inhibition, % at 3 µM;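 active = inhibition above the mean of all tested compounds plus 3 SD, cut at about 40% in these data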;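 also: 0% = stimulated DMSO wells and 100% = 10 µM reference inhibitor 5653914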
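Material: HEK-293 cells with stable firefly luciferase reporter driven by four HIV NF-kB elements / Also added: PMA plus ionomycin mix as NF-kB-activating stimulus / Compound dosing: 3 µM once, 0.30% DMSO / Times: 1 h pretreatment, 16 h stimulation, 37 °C / Signal: luminescence / Evaluation: per-plate % inhibition versus controls / Benchmarks: DMSO and 10 µM reference inhibitor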
MMP-13 inhibitor = human MMP13 inhibitors, primary screen, biochemical, FRET peptide cleavage. Collagenase 3 (Homo sapiens), P45452. MMP-13 fTHP FRET cleavage, Mca fluorescence. inhibition, % at 4 µM. 0.07% of 65,000 active;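 active = inhibition above the mean of compound-free control plate wells plus 3 SD, cut at about 14% in these data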;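 also: 0% = DMSO wells and 100% = wells with reference MMP-13 inhibitor after basal subtraction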
ROCK2 inh = inhibitors of human ROCK2 kinase, primary screen, biochemical, high-throughput, luminescence; 0.35% of 60,000 active; inhibition, % at 6 µM; AID 604, 2007; purified ROCK2, Kinase-Glo ATP depletion luminescence; Rho-associated protein kinase 2 (Homo sapiens), O75116;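 active = inhibition above the screen-wide mean inhibition plus 3 SD, cut at about 18% in these data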;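 also: plate controls were DMSO wells for no effect and Y-27632 control wells after no-enzyme background subtraction for full effect; many of its hits are not listed in these tables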
Target sequence (O75116 whole entry, looked up): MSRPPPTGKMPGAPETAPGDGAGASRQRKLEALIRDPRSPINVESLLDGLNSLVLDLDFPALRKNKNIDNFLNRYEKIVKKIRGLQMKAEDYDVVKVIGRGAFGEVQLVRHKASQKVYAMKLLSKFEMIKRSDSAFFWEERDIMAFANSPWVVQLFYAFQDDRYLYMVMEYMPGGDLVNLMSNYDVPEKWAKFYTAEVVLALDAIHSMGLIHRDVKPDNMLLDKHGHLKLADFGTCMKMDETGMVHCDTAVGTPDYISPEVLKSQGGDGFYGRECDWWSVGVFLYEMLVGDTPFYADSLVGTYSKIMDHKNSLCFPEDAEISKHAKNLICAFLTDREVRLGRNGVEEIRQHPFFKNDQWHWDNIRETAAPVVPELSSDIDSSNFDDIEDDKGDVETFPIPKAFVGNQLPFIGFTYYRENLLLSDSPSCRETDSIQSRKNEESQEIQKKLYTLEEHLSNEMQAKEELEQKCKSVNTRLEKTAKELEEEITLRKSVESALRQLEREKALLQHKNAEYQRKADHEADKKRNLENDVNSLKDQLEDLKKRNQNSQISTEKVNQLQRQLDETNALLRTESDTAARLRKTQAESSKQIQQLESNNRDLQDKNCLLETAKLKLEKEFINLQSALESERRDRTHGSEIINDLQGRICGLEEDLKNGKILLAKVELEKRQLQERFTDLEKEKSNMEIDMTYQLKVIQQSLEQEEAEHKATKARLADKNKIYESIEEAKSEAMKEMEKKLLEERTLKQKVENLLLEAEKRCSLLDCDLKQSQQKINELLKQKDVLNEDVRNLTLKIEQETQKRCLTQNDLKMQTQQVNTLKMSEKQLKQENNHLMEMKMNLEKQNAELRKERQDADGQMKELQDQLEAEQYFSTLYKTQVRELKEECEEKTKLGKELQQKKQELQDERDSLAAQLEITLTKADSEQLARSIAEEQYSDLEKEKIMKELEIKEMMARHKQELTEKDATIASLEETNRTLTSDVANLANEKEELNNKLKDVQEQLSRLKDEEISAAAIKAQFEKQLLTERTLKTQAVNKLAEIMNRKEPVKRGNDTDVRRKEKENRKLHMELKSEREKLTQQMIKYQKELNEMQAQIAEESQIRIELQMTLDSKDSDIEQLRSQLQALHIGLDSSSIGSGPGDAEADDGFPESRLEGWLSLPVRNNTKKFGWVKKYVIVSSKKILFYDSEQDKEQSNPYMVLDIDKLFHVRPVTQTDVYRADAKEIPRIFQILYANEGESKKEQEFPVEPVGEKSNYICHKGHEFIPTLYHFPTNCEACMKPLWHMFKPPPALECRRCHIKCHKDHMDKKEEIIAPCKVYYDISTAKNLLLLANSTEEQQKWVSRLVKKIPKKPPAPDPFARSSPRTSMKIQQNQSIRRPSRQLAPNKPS
JNK3 inh = JNK3 kinase activity inhibitors, primary screen, biochemical, human, purified enzyme | Mitogen-activated protein kinase 10 (Homo sapiens), P53779 | HTS | inhibition, % at 8 µM | 0.61% of 60,000 active; in the data active = inhibition above about 17%;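 also: 0% = DMSO and 100% = reference inhibitor; many of its hits are not listed in these tables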
TNAP act mid DEA = human TNAP enzyme activators, primary screen, biochemical, luminescent, intermediate phosphate acceptor level; Alkaline phosphatase, tissue-nonspecific isozyme (Homo sapiens), P05186; purified TNAP, CDP-star luminescence, 100 mM DEA, 30 min; hits give high values; scale: 0 levamisole-inhibited, 1 vehicle-only enzyme; activation factor at 20 µM; 64,000 tested, under 10 active; AID 813, 2007;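 active = activation factor of at least 2 at 20 µM, relative to controls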
Cdc25B block = inhibitors of Cdc25B phosphatase catalytic domain, primary screen, biochemical, OMFP fluorescence; M-phase inducer phosphatase 2 (Homo sapiens), P30305; recombinant Cdc25B, OMFP fluorescence Ex485/Em525; inhibition, %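 (compounds tested at 10 µM final in the well)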; 0.1% of 65,000 active; in the data active = inhibition above about 50%
PKA inh = inhibitors of human PKA kinase activity, primary screen, biochemical, ATP-depletion luminescence, Kemptide substrate; inhibition, % at 6 µM; cAMP-dependent protein kinase catalytic subunit alpha (Homo sapiens), P17612; PKA Kemptide phosphorylation, Kinase-Glo ATP luminescence; 0.1% of 65,000 active;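 active = inhibition above the screen-wide mean inhibition plus 3 SD, cut at about 21% in these data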; also: many of its hits are not listed in these tables
* = called active by the depositor; [ ] = dose if it differs, or a comment. No enrichment for hits; overall some 1.9% were active at least once.

`CC(C)C(=O)Nc1nnc(SCC(=O)NC2CC2)s1` gave DUSP1 inh 19, Jurkat viability 4, HEK293 NFkB inh 17, MMP-13 inhibitor 3, ROCK2 inh -2, JNK3 inh -9, TNAP act mid DEA 0.9, Cdc25B block -8 and PKA inh 4.
CC1CCCCC1NC(=O)C1CCN(C(=O)NC2CCCCC2)CC1 (configuration not stated) was read as DUSP1 inh 0, Jurkat viability 2, HEK293 NFkB inh 24, MMP-13 inhibitor 4, ROCK2 inh 2, JNK3 inh -8, TNAP act mid DEA 0.9, Cdc25B block 7 and PKA inh 7.
Screening CSc1nc2ccccc2c(=O)n1N returned DUSP1 inh -1, Jurkat viability -10, HEK293 NFkB inh 6, MMP-13 inhibitor 7, ROCK2 inh 6, JNK3 inh -5, TNAP act mid DEA 0.8, Cdc25B block -19 and PKA inh 11.
`Cc1onc(C(=O)N2CCC(C(N)=O)CC2)c1-c1ccccc1Cl` gave DUSP1 inh 8, Jurkat viability -4, HEK293 NFkB inh -6, MMP-13 inhibitor -6, ROCK2 inh 0, JNK3 inh -5, TNAP act mid DEA 0.9, Cdc25B block -9 and PKA inh -1.
For CCCCN(C)S(=O)(=O)c1cc(Br)cc2c1N(C(=O)C1CC1)CC2 the results were DUSP1 inh 3, HEK293 NFkB inh 16, MMP-13 inhibitor 4, TNAP act mid DEA 1, Cdc25B block -3 and PKA inh 8.
`CCSCCOC(=O)C1=C(C)NC(=O)NC1c1ccccc1` (configuration not stated) gave DUSP1 inh 2, Jurkat viability 0, HEK293 NFkB inh 13, MMP-13 inhibitor -1, ROCK2 inh 4, JNK3 inh 1, TNAP act mid DEA 0.9, Cdc25B block -8 and PKA inh 2.
COc1ccc(NC(=O)C2CCN(Cc3cnn(-c4ccccc4)c3-n3cccc3)CC2)cc1OC was read as DUSP1 inh 14, HEK293 NFkB inh 3, MMP-13 inhibitor 1, TNAP act mid DEA 1.2, Cdc25B block -8 and PKA inh 14.
For O=C(CN1C(=O)COc2ccccc21)N(CCCN1CCOCC1)CC1CC=CCC1 (configuration not stated) the results were DUSP1 inh 9, Jurkat viability 8, HEK293 NFkB inh 18, MMP-13 inhibitor 9, ROCK2 inh -3, JNK3 inh -1, TNAP act mid DEA 1, Cdc25B block -2 and PKA inh 9.
c1ccc2[nH]c(N3CCOCC3)nc2c1 was read as DUSP1 inh 23, Jurkat viability 5, HEK293 NFkB inh 11, MMP-13 inhibitor 2, ROCK2 inh 2, JNK3 inh -3, TNAP act mid DEA 1, Cdc25B block -5 and PKA inh 14.
For O=C(CSc1nn(-c2ccc(F)cc2)c(=S)s1)NC(=O)NCc1ccco1 the results were DUSP1 inh 23, Jurkat viability -3, HEK293 NFkB inh 12, MMP-13 inhibitor 1, ROCK2 inh 0, JNK3 inh -3, TNAP act mid DEA 0.9, Cdc25B block 0 and PKA inh 9.
`C#CCNc1nc(C(C)C)nc2c1nnn2Cc1ccccc1F` gave DUSP1 inh 13, Jurkat viability 15, HEK293 NFkB inh 14, MMP-13 inhibitor -2, ROCK2 inh -6, JNK3 inh -8, TNAP act mid DEA 0.9, Cdc25B block 31 and PKA inh -5.
`Cc1cc(C(=O)CSc2nnc(C3COc4ccccc4O3)n2C)c(C)n1-c1ccc(F)cc1` (configuration not stated) gave DUSP1 inh 8, Jurkat viability 13, HEK293 NFkB inh 20, MMP-13 inhibitor -12, ROCK2 inh -2, JNK3 inh 5, TNAP act mid DEA 0.9, Cdc25B block -1 and PKA inh 2.
Screening COC(=O)c1ccc2c(=O)n(CC3CCCO3)c(SCC(=O)Nc3ccccc3OC)nc2c1 (configuration not stated) returned DUSP1 inh 41, Jurkat viability -2, HEK293 NFkB inh 4, MMP-13 inhibitor 2, ROCK2 inh 4, JNK3 inh -7, TNAP act mid DEA 0.9, Cdc25B block 45 and PKA inh 11.
`Nc1ccc2nc3n(c(=O)c2c1)CCC3` gave DUSP1 inh 2, Jurkat viability -4, HEK293 NFkB inh -2, MMP-13 inhibitor -98[fluorescence artefact?], ROCK2 inh -2, JNK3 inh -7, TNAP act mid DEA 0.9, Cdc25B block 1 and PKA inh 3.
Cc1ccc(S(=O)(=O)Nc2cc(C(=O)N3CCOCC3)ccc2N2CCCCC2)cc1 was read as DUSP1 inh 0, Jurkat viability -4, HEK293 NFkB inh 14, MMP-13 inhibitor -4, ROCK2 inh 2, JNK3 inh -3, TNAP act mid DEA 1, Cdc25B block 25 and PKA inh 3.
For COc1nc(N(C)C)nc(-n2nnc(C(C)=O)c2C)n1 the results were DUSP1 inh -16, Jurkat viability 0, HEK293 NFkB inh 22, MMP-13 inhibitor 3, ROCK2 inh 6, JNK3 inh -1, TNAP act mid DEA 0.9, Cdc25B block -10 and PKA inh 9.
`COC(=O)c1ccccc1NC(=O)CN(C)S(=O)(=O)c1ccc(OC)c(C)c1` gave DUSP1 inh 4, Jurkat viability 8, HEK293 NFkB inh 9, MMP-13 inhibitor 0, ROCK2 inh -1, JNK3 inh -6, TNAP act mid DEA 0.9, Cdc25B block -38 and PKA inh 2.
Screening CCOC(=O)CSc1nc2cc(C)cc(C)c2cc1C#N returned DUSP1 inh -4, Jurkat viability -8, HEK293 NFkB inh 3, MMP-13 inhibitor 2, ROCK2 inh 2, JNK3 inh 3, TNAP act mid DEA 0.9, Cdc25B block 4 and PKA inh 8.
NS(=O)(=O)c1ccc(CCNC(=O)CCC2COc3ccccc3O2)cc1 (configuration not stated) was read as DUSP1 inh 10, Jurkat viability -9, HEK293 NFkB inh 11, MMP-13 inhibitor -3, ROCK2 inh 11, JNK3 inh 0, TNAP act mid DEA 0.9, Cdc25B block -7 and PKA inh 6.
Screening Cc1cc(C)c2[nH]c(=O)c(C(c3nnnn3C3CCCC3)N3CCOCC3)cc2c1 (configuration not stated) returned DUSP1 inh 23, Jurkat viability 3, HEK293 NFkB inh 11, MMP-13 inhibitor -1, ROCK2 inh -2, JNK3 inh -12, TNAP act mid DEA 0.9, Cdc25B block -1 and PKA inh -6.
For CCOC(=O)N1CCN(C(=O)CN(C2CCCCC2)S(=O)(=O)c2ccc(C)cc2)CC1 the results were DUSP1 inh 15, HEK293 NFkB inh 18, MMP-13 inhibitor 5, TNAP act mid DEA 0.9, Cdc25B block -17 and PKA inh 8.
For CS(=O)(=O)N(CC(=O)Nc1ccccc1C(=O)N1CCOCC1)c1ccc2c(c1)OCO2 the results were DUSP1 inh 18, Jurkat viability 2, HEK293 NFkB inh 11, MMP-13 inhibitor 5, ROCK2 inh 7, JNK3 inh -2, TNAP act mid DEA 1, Cdc25B block 0 and PKA inh 9.
Screening COc1ccc(OCCCC(=O)Nc2nncs2)cc1 returned DUSP1 inh 9, HEK293 NFkB inh 15, MMP-13 inhibitor 7, TNAP act mid DEA 0.9, Cdc25B block -6 and PKA inh 5.
N/C(=N\O)c1ccc(NC(=O)c2cccs2)cc1 was read as DUSP1 inh 6, Jurkat viability 4, HEK293 NFkB inh -20, MMP-13 inhibitor -1, ROCK2 inh -3, JNK3 inh 13, TNAP act mid DEA 0.9, Cdc25B block -13 and PKA inh 5.

Structural class: those above with an aryl methoxy group.
COc1ccc(NC(=O)C2CCN(Cc3cnn(-c4ccccc4)c3-n3cccc3)CC2)cc1OC was read as DUSP1 inh 14, HEK293 NFkB inh 3, MMP-13 inhibitor 1, TNAP act mid DEA 1.2, Cdc25B block -8 and PKA inh 14.
Screening COC(=O)c1ccc2c(=O)n(CC3CCCO3)c(SCC(=O)Nc3ccccc3OC)nc2c1 (configuration not stated) returned DUSP1 inh 41, Jurkat viability -2, HEK293 NFkB inh 4, MMP-13 inhibitor 2, ROCK2 inh 4, JNK3 inh -7, TNAP act mid DEA 0.9, Cdc25B block 45 and PKA inh 11.
For COc1nc(N(C)C)nc(-n2nnc(C(C)=O)c2C)n1 the results were DUSP1 inh -16, Jurkat viability 0, HEK293 NFkB inh 22, MMP-13 inhibitor 3, ROCK2 inh 6, JNK3 inh -1, TNAP act mid DEA 0.9, Cdc25B block -10 and PKA inh 9.
`COC(=O)c1ccccc1NC(=O)CN(C)S(=O)(=O)c1ccc(OC)c(C)c1` gave DUSP1 inh 4, Jurkat viability 8, HEK293 NFkB inh 9, MMP-13 inhibitor 0, ROCK2 inh -1, JNK3 inh -6, TNAP act mid DEA 0.9, Cdc25B block -38 and PKA inh 2.
Screening COc1ccc(OCCCC(=O)Nc2nncs2)cc1 returned DUSP1 inh 9, HEK293 NFkB inh 15, MMP-13 inhibitor 7, TNAP act mid DEA 0.9, Cdc25B block -6 and PKA inh 5.

The list continues.
For COc1ccc(Nc2ncnc3c2cnn3Cc2ccccc2)cc1 the results were DUSP1 inh 2, HEK293 NFkB inh 18, MMP-13 inhibitor 4, TNAP act mid DEA 1, Cdc25B block -1 and PKA inh 0.
`Nc1nc2n(n1)C(c1cccs1)CC(c1ccc(F)cc1)N2` (configuration not stated) gave DUSP1 inh -19, MMP-13 inhibitor -6, ROCK2 inh 3, JNK3 inh 6, TNAP act mid DEA 0.9, Cdc25B block -1 and PKA inh 4.
Screening COC(=O)COc1ccc(S(=O)(=O)NCc2ccco2)cc1 returned DUSP1 inh 4, Jurkat viability -1, HEK293 NFkB inh 15, MMP-13 inhibitor 2, ROCK2 inh 3, JNK3 inh 2, TNAP act mid DEA 0.9, Cdc25B block 3 and PKA inh 3.
For C/C(N)=C(\C#N)C(=O)NCc1ccccn1 the results were DUSP1 inh 30, Jurkat viability 2, HEK293 NFkB inh 13, MMP-13 inhibitor -2, ROCK2 inh 2, JNK3 inh -3, TNAP act mid DEA 0.9, Cdc25B block -2 and PKA inh -2.
COCCSc1nnc(-c2cccc(C#N)c2)n1C was read as DUSP1 inh -12, Jurkat viability -6, HEK293 NFkB inh 15, MMP-13 inhibitor -5, ROCK2 inh 3, JNK3 inh -5, TNAP act mid DEA 0.9, Cdc25B block -6 and PKA inh 8.
Screening CC(C)C(c1nnnn1Cc1ccc(F)cc1)N1CCN(C(=O)c2ccco2)CC1 (configuration not stated) returned DUSP1 inh 16, Jurkat viability 2, HEK293 NFkB inh 13, MMP-13 inhibitor -4, ROCK2 inh 0, JNK3 inh 2, TNAP act mid DEA 1, Cdc25B block 0 and PKA inh -1.
O=C(O)/C(=C1/OC(=O)c2ccccc21)c1ccccc1 was read as DUSP1 inh 22, Jurkat viability -3, HEK293 NFkB inh 8, MMP-13 inhibitor 9, ROCK2 inh 4, JNK3 inh 4, TNAP act mid DEA 1, Cdc25B block 2 and PKA inh 0.
